# ASAP1 inh: inhibitors of human ASAP1 ArfGAP activity. 360,000 tested, 0.19% active. inhibition, % at 16.5 µM. Q9ULH1. ASAP1-stimulated ARF1 GTP hydrolysis, GDP FP detection; in the data active = inhibition above about 25%;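 note: 0% = vehicle with enzyme and substrate and 100% = no enzyme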
# proKLK7 act: proKLK7 (human) activation, primary screen; P49862; purified proKLK7, EDANS-DABCYL substrate fluorescence; 100% is mature enzyme control, 0% vehicle; activation, % at 7 µM; 370,000 tested, 0.9% active; AID 652039;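 active = activation above the mean of all tested compounds plus 3 SD, computed per campaign excluding outliers beyond control limits, cut at about 13% in these data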
# Target sequence (P49862 whole entry, looked up): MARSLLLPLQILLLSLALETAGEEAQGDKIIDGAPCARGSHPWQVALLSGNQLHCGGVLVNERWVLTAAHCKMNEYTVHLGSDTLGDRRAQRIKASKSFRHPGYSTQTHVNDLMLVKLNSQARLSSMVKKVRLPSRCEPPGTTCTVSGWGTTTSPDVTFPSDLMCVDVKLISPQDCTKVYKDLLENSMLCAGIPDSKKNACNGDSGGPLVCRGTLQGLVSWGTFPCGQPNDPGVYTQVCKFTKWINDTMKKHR
# FXN GAA850 act: activators of GAA850 frataxin (FXN) promoter; HEK293 lucGAA850 FXN promoter luciferase reporter, 24 h; percent of 10 µM SAHA response; activation, % at 6 µM; 360,000 tested, 0.56% active; AID 540364;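 active = activation above the average of all compounds screened plus 3 SD, cutoff fixed separately per campaign, cut at about 7.5% in these data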;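 note: 0% = DMSO wells and 100% = 10 µM SAHA wells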
# ADAM10 inh: inhibits human ADAM10. recombinant ADAM10, EDANS/DABCYL FRET peptide cleavage, 3 h. inhibition, % at 7 µM. AID 720582. 370,000 tested, 0.62% active. O14672;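 active = inhibition above a per-campaign cutoff equal to the mean of compounds falling between control-based bounds plus 3 SD, cut at about 20% in these data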;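 note: 0% = DMSO wells while the 100% control is not disclosed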
# Target sequence (O14672 214-748 limits assumed): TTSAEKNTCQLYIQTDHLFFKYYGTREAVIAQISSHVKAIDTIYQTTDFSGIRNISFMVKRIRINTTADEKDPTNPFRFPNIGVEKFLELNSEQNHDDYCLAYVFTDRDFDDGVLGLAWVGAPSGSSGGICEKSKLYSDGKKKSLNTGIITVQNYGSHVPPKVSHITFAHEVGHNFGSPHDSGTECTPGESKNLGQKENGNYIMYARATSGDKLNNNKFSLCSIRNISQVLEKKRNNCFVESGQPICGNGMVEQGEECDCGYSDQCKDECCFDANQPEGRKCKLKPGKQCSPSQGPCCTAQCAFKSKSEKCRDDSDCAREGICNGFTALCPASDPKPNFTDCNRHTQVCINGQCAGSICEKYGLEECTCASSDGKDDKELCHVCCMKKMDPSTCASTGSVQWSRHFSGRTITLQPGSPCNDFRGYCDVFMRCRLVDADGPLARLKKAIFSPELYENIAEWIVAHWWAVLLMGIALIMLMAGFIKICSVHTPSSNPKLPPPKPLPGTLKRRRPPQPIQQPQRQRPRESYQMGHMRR
# sPLA2-III inh: Blocks human group III sPLA2 activity. 370,000 tested, 0.56% active. inhibition, % at 12.2 µM. AID 743126. QFRET BODIPY PC-A2 liposome hydrolysis, fluorescence. Q9NZ20;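 active = inhibition above mean plus 3 SD of compounds lying within the high and low control bounds, cut at about 19% in these data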;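 note: 0% = median of test compound wells and 100% = no enzyme DMSO wells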
# ARFGAP1 inh: inhibitors of rat ARFGAP1. AID 651572. Arfgap1-stimulated ARF1 GTP hydrolysis, GDP FP detection. 360,000 tested, 0.26% active. Q62848. inhibition, % at 16.5 µM;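 active = inhibition above a per-plate limit, mean inhibition of low control wells plus 3 SD, cut at about 25% in these data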;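 note: 0% = DMSO wells with enzyme and 100% = wells lacking Arfgap1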
# Target sequence (Q62848 1-136 limits assumed): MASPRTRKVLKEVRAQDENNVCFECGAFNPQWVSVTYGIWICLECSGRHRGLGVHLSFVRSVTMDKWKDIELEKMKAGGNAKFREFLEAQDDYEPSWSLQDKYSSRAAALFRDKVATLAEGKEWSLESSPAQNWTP
#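 Replicates: Single well per compound | Assay system: Truncated rat Arfgap1 GAP domain | Control set: No-Arfgap1 wells (100%) versus DMSO full-reaction wells (0%) | Times: Enzyme reaction 120 min at 25 °C after 20 min preincubation | Reagent: Human ARF1(Δ1-17)-GTP substrate | Measured by: Tracer-displacement fluorescence polarization with EDTA stop, 620/688 nm | Measure: Percent inhibition of Arfgap1-stimulated GTP hydrolysis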
# rCAG RNA binder: binds r(CAG) RNA repeats. inhibition, % at 3 µM. 370,000 tested, 1.3% active. r(CAG) RNA repeat, TO-PRO-1 dye displacement fluorescence;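 active = inhibition above the plate cutoff, the mean of all test compounds on that plate plus 3 SD, cut at about 35% in these data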;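 note: 0% = DMSO alone and 100% = 100 µM mitoxantrone as full dye displacement; higher means more dye released from RNA so lower well fluorescence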
# DDE Tn6 FP inh: inhibitors of Tn6 peptide binding to human fibrin DD(E); P02675; Fibrin DD(E) TRITC-Tn6 fluorescence polarization displacement; inhibition, % at 8.3 µM; 370,000 tested, 0.21% active;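 active = inhibition above a per-campaign cutoff: mean of compounds within control limits plus 3 SD, cut at about 15% in these data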;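 note: 0% = median of all compound wells on the plate and 100% = blocking peptide control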
# NPR1 activator: GC-A (human) enzyme activation; HEK293 GC-A cells, cGMP TR-FRET, EC30 ANP; 0% at EC30 ANP, 100% saturating ANP; activation, % at 10 µM; 370,000 tested, 0.14% active; in the data active = activation above about 40%
# NPR2 activator: GC-B (human) receptor activation | HEK293-GC-B cells, CNP EC30, cGMP TR-FRET; 0% at EC30 CNP, 100% saturating CNP | activation, % at 10 µM | 370,000 tested, 0.11% active;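 active = activation at 10 µM reaching about 35% in either raw or pattern-adjusted values, limit read from the data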
# Numbers without * were called inactive; . = no result given.
SMILES,ASAP1 inh,proKLK7 act,FXN GAA850 act,ADAM10 inh,sPLA2-III inh,ARFGAP1 inh,rCAG RNA binder,DDE Tn6 FP inh,NPR1 activator,NPR2 activator
O=C1NC(=O)N(c2ccccc2)C(=O)/C1=C/c1ccc([N+](=O)[O-])s1,21,-0.3,0.0,-12,-17,-1,70*,-13,-2,-3
CN1CCN(Cc2ccc(Br)s2)CC1,-6,0.1,5.3,-1,1,0,-2,4,7,1
CN1CC[C@]23c4c5ccc(O)c4OC2[C@H](O)C=CC3[C@H]1C5 (some centres not stated),1,0.7,0.3,-13,0,-2,1,0,3,0
CC(C)C1(C)N=C(c2nc3ccccc3cc2C(=O)O)NC1=O (configuration not stated),1,-0.7,1.4,-10,1,11,1,-5,2,-2
CC1(C)NC(=O)[C@H]2CCCN21,2,-0.2,1.8,8,2,-9,3,-2,1,0
Cc1cccc(-n2c(=S)[nH]c3ccccc3c2=O)n1,2,0.0,0.5,2,0,0,-2,-4,-1,-2
CCN1CCN(Cc2cc(Br)cc(OC)c2O)CC1,-3,-0.1,-1.2,-3,6,2,-3,-1,6,-1
CC1CCCC(NC(=O)CNC(=S)N2CC3CC(C2)c2cccc(=O)n2C3)C1C (configuration not stated),3,0.2,1.0,-4,4,8,-4,-2,0,6
CC[C@H]1CN2CCC1C[C@@H]2[C@@H](O)c1ccnc2ccc(OC)cc12 (some centres not stated),10,1.0,-6.8,-76,-1,0,5,1,-16,-15
O=C(Cc1ccccc1)Oc1cccc(-n2cnnn2)c1,5,-0.7,0.5,1,-4,-10,-6,2,3,4
Cc1ccc(NC(=O)CSc2nnc([C@@H](N)Cc3c[nH]c4ccccc34)o2)c(C)c1,10,0.1,0.6,-9,-15,4,1,-7,-2,-6
COc1cccc(C(=O)C2CCCN(Cc3cnn(C(C)C)c3)C2)c1 (configuration not stated),-8,0.2,0.6,-9,-4,-3,-10,7,4,2
Fc1ccc(C2=CCN(C(c3cccs3)c3nnnn3CCc3ccccc3)CC2)cc1 (configuration not stated),-15,0.1,-0.7,2,-9,-10,4,-8,-1,0
CC1CN=C(NCc2ccncc2)S1 (configuration not stated),-10,0.2,1.0,-6,7,1,4,5,2,4
CCOC(=O)/C(CCCN(CC)CC)=N\O,6,-0.4,0.3,-10,0,-9,-2,5,4,-2
CCOC(=O)c1ccc(NC(=O)c2c(O)[nH]c(=O)[nH]c2=O)cc1,4,-0.6,-0.9,-5,-1,-13,3,3,-2,2
CC[C@H]1C2C[C@H]3[C@@H]4N(C)c5ccccc5C45C[C@H](C2[C@H]5O)N3[C@@H]1O (some centres not stated),3,0.0,-0.2,-5,8,8,2,-5,2,-1
O=c1c2ccccc2nc(SCC2CCCCO2)n1-c1ccccc1 (configuration not stated),4,0.3,3.5,-4,1,-3,-4,-4,-13,-4
CN1CCN(c2nc([N+](=O)[O-])nn2C)CC1,-15,-0.1,3.9,1,-1,-1,0,-2,7,6
CCCNC(=O)N1[C@H]2CC[C@@H]1C(C(=O)OC)=C(c1ccc(OC)c(OC)c1)C2,4,-0.2,-0.5,-2,6,2,-1,-5,0,1
O=c1c2ccccc2nc(Cc2ccccc2)n1-c1cccc(O)c1,3,0.7,0.0,8,-26,-2,0,1,-5,-8
O=C(NCCN1CCC2(CC1)C(=O)NCN2c1ccccc1)c1cc(C(F)(F)F)ccc1C(F)(F)F,9,1.0,.,-1,1,-8,-1,-1,-5,-3
C=CCn1c(O)c(C(CC)=NC2CC2)c(=O)[nH]c1=O,3,-0.2,1.1,-3,2,-5,-1,1,5,8
COC(=O)C1=C(c2ccc(OCc3ccccc3)cc2)C[C@@H]2CC[C@H]1N2C,9,-0.6,-5.9,-19,-5,7,-4,-3,0,0
CC(=O)c1c(C)[nH]c(C(=O)N2CCC3(CC2)OCCO3)c1C,-5,-1.3,3.0,6,2,12,6,-7,0,4
# Additional records
SMILES,ASAP1 inh,proKLK7 act,FXN GAA850 act,ADAM10 inh,sPLA2-III inh,ARFGAP1 inh,rCAG RNA binder,DDE Tn6 FP inh,NPR1 activator,NPR2 activator
COC(=O)[C@@]1(Sc2ccc(C)cc2)CC(=O)N(P(=O)(OC)OC)[C@@H]1c1ccccc1,-5,0.2,.,-4,5,-1,1,3,-6,-2
CCN1CCN(C(c2cccs2)C(C)NC(=O)Oc2ccccc2)CC1 (configuration not stated),-10,-0.1,-0.1,-14,18,4,-3,3,1,1
CN1CCN(c2c(C#N)c(C(F)(F)F)nn2C)CC1,0,0.1,0.2,4,3,-6,-2,0,0,4
CC[C@@H](CO)C1CC2NC3CC4(c5ccccc5N(C)[C@@H]24)C(O)C31 (some centres not stated),-2,0.1,-4.4,-14,1,-4,2,-5,-1,-11
Cc1nn(Cc2ccccc2)c(C)c1C(=O)NCc1ccccc1,1,0.0,-1.2,-9,3,14,-7,1,2,0
CN1CCN(c2nc3c(c(=O)[nH]2)CCC3)CC1,4,-0.3,-1.0,-3,-2,1,0,9,5,10
CCc1ccccc1NC(=O)CSc1nnc([C@@H](N)Cc2c[nH]c3ccccc23)o1,4,0.5,2.5,-10,-13,-4,-1,-4,-4,0
CC1CC(NC(=O)C2C3CCC(O3)C2C(=O)O)CC(C)(C)C1 (configuration not stated),14,7.1,6.4,-12,-2,0,0,0,-1,7
CC(=NNC(=S)N1CC2CCC(CC2)C1)c1nccs1,9,-0.4,12*,-42,11,-8,4,-3,10,-1
Nc1ccncc1,12,0.3,-0.6,4,-3,-5,3,1,3,1
CC(C)Sc1nnc([C@@H](N)Cc2ccccc2)o1,6,0.4,2.4,-3,5,3,-4,-1,2,1
O=C(Cn1cc(C(=O)c2ccccc2)c2ccccc21)NCc1ccco1,5,-0.4,0.4,1,-10,-9,7,-6,2,-1
O=C(NCC1=C(c2ccc3ccccc3c2)C[C@@H]2CC[C@H]1N2Cc1ccco1)c1cccnc1,8,-0.3,-1.7,-6,-12,9,5,1,-1,4
Cc1ccc(-n2c(O)c(C=NCc3ccccn3)c(=O)[nH]c2=S)cc1,4,0.4,-0.6,10,4,-5,-2,7,3,0
CCOC(=O)C1C(=O)NC23CCCC2C1c1ccccc1O3 (configuration not stated),9,-0.2,-1.1,-10,-4,-1,-2,2,3,1
C=CCN1C(=O)/C(=C/c2cc(C)n(-c3ccccn3)c2C)C(=O)NC1=S,5,0.5,-0.6,-14,0,-5,6,-2,3,1
Clc1cccc(Cl)c1C1N2CCCN12 (configuration not stated),25,0.1,-0.2,12,9,-5,1,-10,4,5
Cc1c(C=C2C(=O)N(C)C(=O)N(C)C2=O)c(=O)n(-c2ccccc2)n1C,12,0.1,0.5,0,6,8,-5,-1,0,-5
COC(=O)C1=C(c2ccccc2)C[C@@H]2CC[C@H]1N2C(=O)NCc1ccc(C(F)(F)F)cc1,7,0.1,-1.6,8,-2,-9,-7,-9,-3,-6
Fc1ccccc1CNCCc1ccc2c(c1)OCO2,-4,0.2,0.8,-10,2,-10,-1,12,-6,6
N#CSCC(=O)N1c2ccccc2CCc2ccccc21,-12,0.4,3.3,-4,-12,11,0,5,1,-2
CCN(CCCl)c1cc(CN(C)C)cc(NC(=O)c2ccc(C(=O)Nc3cc(CN(C)C)cc(N(CC)CCCl)c3)cc2)c1,6,-0.3,-15,-10,8,8,4,-2,0,-3
CC1CCCN(C(=O)CCl)C1 (configuration not stated),-9,-0.1,-1.6,-2,0,6,1,-5,1,-10
COc1ccc(NC(c2ccccc2)P(=O)(Oc2ccccc2)Oc2ccccc2)cc1 (configuration not stated),2,-0.2,0.1,1,-3,-4,2,-3,-1,5
CC(NCc1ccc(Cl)cc1)C(O)c1ccccc1 (configuration not stated),1,-0.2,2.6,-5,-9,5,-2,2,-23,-13
# Later entries.
SMILES,ASAP1 inh,proKLK7 act,FXN GAA850 act,ADAM10 inh,sPLA2-III inh,ARFGAP1 inh,rCAG RNA binder,DDE Tn6 FP inh,NPR1 activator,NPR2 activator
CC12Cc3cnoc3C=C1CCC1C2CCC2(C)C1CCC2(C)O (configuration not stated),0,0.1,-1.9,5,-14,-8,0,4,0,-6
CC1OC(OC2CC(O)C3(CO)C4C(O)CC5(C)C(C6=CC(=O)OC6)CCC5(O)C4CCC3(O)C2)C(O)C(O)C1O (configuration not stated),-7,-0.2,-14,-23,28*,7,1,-13,3,-6
O=c1nc(/C=C/c2ccc(Cl)cc2Cl)cc(C(F)(F)F)[nH]1,-2,-0.3,3.4,-30,-21,-4,49*,0,-1,-11
NC12CN3CN(CN(C3)C1)C2 (tested in a mixture with another compound),-8,-0.4,-1.0,-5,4,-1,-2,-7,1,2
O=C1CC(=O)N(c2ccccc2)C(=O)N1,8,0.3,2.4,-8,-4,-2,3,-2,-1,-2
NP(=O)(OCCCc1ccccc1)Oc1ccccc1 (configuration not stated),-8,0.2,-0.3,3,4,-5,-1,0,3,5
c1cc2c(cc1[C@H]1OC[C@H]3[C@@H]1CO[C@H]3c1ccc3c(c1)OCO3)OCO2,2,-0.1,0.7,-2,3,-4,-5,1,0,1
CC(=O)O[C@@]12CO[C@@H]1C[C@H](O)[C@@]1(C)C(=O)[C@H](O)C3=C(C)[C@@H](OC(=O)[C@H](O)[C@@H](NC(=O)c4ccccc4)c4ccccc4)C[C@@](O)([C@@H](OC(=O)c4ccccc4)C12)C3(C)C (some centres not stated),8,0.3,-8.9,5,-26,15,2,10,-2,5
CC(C)C(CN1CCC(C)(c2cccc(O)c2)[C@@H](C)C1)NC(=O)C1Cc2ccc(O)cc2CN1 (some centres not stated),10,-0.4,.,-5,-28,3,2,-1,4,0
O=c1[nH]c(=O)n(CCc2ccccc2)c(O)c1C=NC1CC1,-6,0.0,-0.8,4,-1,9,-3,1,0,-6
N#CCCn1cc(C(=O)Nc2ccccc2Br)c(-c2ccc([N+](=O)[O-])cc2)n1,12,-0.1,-0.3,-2,16,12,0,-18,-4,-7
COc1c(C=C2C(=O)NC(=O)NC2=O)c(CCN(C)C(=O)c2ccccc2)cc2c1OCO2,5,0.1,-0.9,-15,2,-13,-2,-2,-2,-9
CCN1CCN(C(=O)COc2cc(=O)n(CC)c3ccccc23)CC1,-12,-0.5,0.8,-3,3,15,-4,-3,4,9
CCCn1c(C(=O)c2ccccc2)nc2ccccc21,-1,0.1,3.7,-3,-5,-1,-3,4,-1,-1
C#CCN1CCN(c2cccc(C(F)(F)F)c2)CC1,5,-0.9,0.4,6,4,-4,-2,6,6,10
CN1CC2CN(Cc3ccccc3)S(=O)(=O)C2C1 (configuration not stated),-6,0.4,.,-4,3,11,1,-2,0,-2
COc1ccc(NS(=O)(=O)c2ccc(OCC(=O)N3CCN(C)CC3)cc2)cc1Cl,-14,-0.1,-2.0,6,-7,8,5,-1,1,3

# Of the compounds above, 3 have bromine.
SMILES,ASAP1 inh,proKLK7 act,FXN GAA850 act,ADAM10 inh,sPLA2-III inh,ARFGAP1 inh,rCAG RNA binder,DDE Tn6 FP inh,NPR1 activator,NPR2 activator
CN1CCN(Cc2ccc(Br)s2)CC1,-6,0.1,5.3,-1,1,0,-2,4,7,1
CCN1CCN(Cc2cc(Br)cc(OC)c2O)CC1,-3,-0.1,-1.2,-3,6,2,-3,-1,6,-1
N#CCCn1cc(C(=O)Nc2ccccc2Br)c(-c2ccc([N+](=O)[O-])cc2)n1,12,-0.1,-0.3,-2,16,12,0,-18,-4,-7

# Only part of the results is shown; rates above refer to the full screens.
